HT1080 IDH1KD tx: qHTS for induction of synthetic lethality in tumor cells producing 2HG: qHTS for the HT-1080-IDH1KD cell line | HT-1080 IDH1 knockdown viability, ATP luminescence, 48 h | Potency, µM (series often up to 46.1 µM), inactives show at the top dose activity, negative = toxicity, hits mostly cytotoxic | 360,000 compounds, 2% hits | AID 686971, 2013;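 also: 0% = DMSO wells and -100% = cell-free medium wells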
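After a 2 h attachment period, IDH1KD HT-1080 cells took pin-transferred compound for 48 h at 37 °C; ATP-based luminescence after 10 min room-temperature reagent incubation reported viability.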
GLP-1R agonist: qHTS of GLP-1 Receptor Agonists; Glucagon-like peptide 1 receptor (Homo sapiens), P43220; HEK293 GLP-1R CRE-luciferase, luminescence, 4-6 h; cells express a hypersensitive GLP-1R form; Potency, µM (top dose mostly 45.6 µM), inactives show at the top dose activation, most hits filed as activators; 380,000 compounds, 0.007% hits; also: % of control where 0% means no effect
Target sequence (P43220 whole entry, looked up): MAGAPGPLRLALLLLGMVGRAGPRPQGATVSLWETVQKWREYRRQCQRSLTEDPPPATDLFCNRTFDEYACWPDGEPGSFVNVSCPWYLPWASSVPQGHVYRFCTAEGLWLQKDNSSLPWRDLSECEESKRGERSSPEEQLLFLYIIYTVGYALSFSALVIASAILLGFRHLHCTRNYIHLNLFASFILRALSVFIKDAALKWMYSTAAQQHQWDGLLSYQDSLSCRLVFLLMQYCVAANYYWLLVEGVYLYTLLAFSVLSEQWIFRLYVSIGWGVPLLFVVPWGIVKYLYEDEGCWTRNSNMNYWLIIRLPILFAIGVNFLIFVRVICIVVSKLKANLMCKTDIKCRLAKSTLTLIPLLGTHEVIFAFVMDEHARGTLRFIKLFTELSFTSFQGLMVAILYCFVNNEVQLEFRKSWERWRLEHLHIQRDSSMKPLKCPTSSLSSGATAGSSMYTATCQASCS
KB-V1 cytotox: qHTS assay for MDR1-selective chemotherapeutics: Primary screen using the drug-selected MDR subline cells KB-V1; KB-V1 MDR cells viability, CellTiter-Glo, 72 h; AID 1347076, 2019; Potency, µM (series often up to 46.1 µM), for the others: at the highest dose activity change, negative = cytotoxicity, hits mostly cytotoxic; 400,000 compounds, 3.4% hits; also: % is scaled to controls: 0 for no effect and ±100 for the full control effect; nearly all actives have a fitted effect of over 60% in size
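Luminescent ATP read-out (CellTiter-Glo, 10 min) measures survival of drug-selected KB-V1 MDR cells after 72 h, 37 degrees C compound exposure. Medium: phenol-red-free DMEM, 10% FBS. Values from fitted concentration-response curves.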
TDP-43 yeast inh: qHTS of TDP-43 Inhibitors; TDP-43 expressing yeast growth rescue, BacTiter-Glo, 24 h; Potency, µM (highest dose often 46.1 µM), inactives show at the top dose growth rescue (activation), most hits filed as activators; 410,000 compounds, 1.8% hits; AID 652104, 2013; also: % of control where 0% means no effect; nearly all actives have a fitted effect of over 50% in size
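Cell-based yeast growth screen: TDP-43 expression induced in galactose, inoculum OD600=0.02 after raffinose pregrowth to mid-log. Read-out BacTiter-Glo luminescence at 24 hr, 30 deg C; inhibition of toxicity seen as signal increase.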
KB-3-1 tox: qHTS assay for MDR1-selective chemotherapeutics: Primary screen using the parental adenocarcinoma cell KB-3-1; KB-3-1 viability, CellTiter-Glo ATP luminescence, 72 h; Potency, µM (series often up to 46.1 µM), for the others: at the top dose activity change, negative = cytotoxic, actives largely listed as cytotoxic; 400,000 compounds, 1.4% hits; AID 1347075, 2019; also: % is scaled to controls: 0 for no effect and ±100 for the full control effect; nearly all actives have a fitted effect of over 60% in size
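Viability of parental KB-3-1 cells, measured by CellTiter-Glo luminescence, followed a 72 h incubation at 37 °C with pinned compounds in phenol-red-free DMEM containing 10% FBS.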
SW480 rereplic: A quantitative high throughput screen for small molecules that induce DNA re-replication in SW480 colon adenocarcinoma cells. SW480 DNA re-replication, Hoechst DNA content imaging, 48 h. 340,000 compounds, 1.8% hits. Potency, µM (titrated, usually from 46.1 µM), for inactives: top-dose re-replication activation, actives largely listed as activators; also: % of control where 0% means no effect; nearly all actives have a fitted effect of over 55% in size
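First, 250 cells per well were seeded. Next, compound or vehicle (23 nL) was pinned in, plates sat 48 hr at 37 C. Finally Hoechst was added for 40 min before fluorescence scanning.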
GLP-1R inv ag: qHTS of GLP-1 Receptor Inverse Agonists (Inhibition Mode) | 410,000 compounds, 1.6% hits | Potency, µM (series often up to 38.3 µM), inactives show at the highest dose activity change, negative = inhibition, most hits filed as inhibitors | HEK293 GLP-1R CRE-luciferase, luminescence, 24 h; GLP-1R form is constitutively active; also: % is scaled to controls: 0 for no effect and ±100 for the full control effect; nearly all actives have a fitted effect of over 55% in size
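HEK293 cells stably co-expressing a cAMP-responsive luciferase reporter and constitutively active GLP-1R were seeded, incubated 12 h, then exposed to compounds for 24 h at 37 C. Luminescence was read 12 min after detection reagent; inverse agonists lower signal.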
HT1080NT lethal: qHTS for induction of synthetic lethality in tumor cells producing 2HG: qHTS for the HT-1080-NT fibrosarcoma cell line | HT-1080-NT fibrosarcoma viability, CellTiter-Glo ATP luminescence, 48 h | 360,000 compounds, 1.6% hits | Potency, µM (highest dose often 46.1 µM), without a hit: at the top dose activity, negative = less viability, hits mostly cytotoxic | AID 686970, 2013;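 also: NT is the 2HG producing partner of a matched IDH1 knockdown line; 0% = DMSO-treated cells and -100% = media-only wells without cells; nearly all actives have a fitted effect of over 55% in size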
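Toxicity toward the 2HG-producing NT line was scored as %Activity, normalised to DMSO and no-cell wells, from CellTiter-Glo luminescence after 48 hours' treatment.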
HEK293 tox: qHTS of GLP-1 Receptor Inverse Agonists: Cytotox Screen; Potency, µM (highest dose often 38.3 µM), without a hit: at the highest dose activity change, negative = inhibition, most hits filed as inhibitors; HEK293 cAMP-luciferase reporter cells, luminescence, 24 h; AID 624418, 2012; 410,000 compounds, 0.13% hits;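 also: loss of luciferase light is scored as toxicity; % is scaled to controls: 0 for no effect and ±100 for the full control effect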
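Cells in DMEM/10% Nu serum/1% pen-strep, 1536-well format. Pre-incubated 12 h, dosed with 23 nL compound, incubated a further 24 h. Luciferase detection, 12 min at room temp, luminescence.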
An asterisk follows results filed as active; u = inconclusive; x = no result given; [ ] = another dose, or the depositor's remark. Calls follow the shape of the dose curve; as a rule, active = well fitted curve in the direction sought with a large enough effect; inconclusive = small, poorly fitted or top-dose-only effect, or another doubt; inactive = no such curve, though single readings can be large; an effect the other way counts as inactive or inconclusive. Potency is read from the fitted curve at half-maximal effect. Compounds as they come; any-hit rate near 9.4%.

SMILES	HT1080 IDH1KD tx	GLP-1R agonist	KB-V1 cytotox	TDP-43 yeast inh	KB-3-1 tox	SW480 rereplic	GLP-1R inv ag	HT1080NT lethal	HEK293 tox
Clc1ccc(-c2nnnn2-c2ccc(Cl)cc2)cc1	-7.1%	20.1%	-2.3%	-13.6%	u	-11.2%	u	u	28.0%
CC(=O)Nc1ccc(S(=O)(=O)Nc2cccc(-n3cnnn3)c2)cc1	-5.5%	-2.0%	26.0%	-1.2%	3.4%	-10.4%	0.0%	8.0%	-1.8%
O=C(COC(=O)CNC(=O)c1cccs1)Nc1ccc(C(F)(F)F)cc1[N+](=O)[O-]	1.6%	13.5%	u	-10.0%	7.0%	u	3.1%	-2.0%	-2.1%
COC(=O)C1=C(N)Oc2cc(C)n(Cc3cccnc3)c(=O)c2C1c1cccc(OC)c1OC (stereo not given)	8.4%	-3.6%	11.2%	-13.4%	-1.0%	-1.3%	5.8%	6.6%	-3.8%
CC(OC(=O)c1nc(-c2ccccc2)n(-c2ccccc2)n1)C(=O)Nc1cc(Cl)cc(Cl)c1 (stereo not given)	1.8%	-4.1%	27.3%	8.1%	-2.4%	-12.5%	u	3.0%	-4.0%
COc1ccc(/C=N\NC(=O)CNC(=O)C2COc3ccccc3O2)cc1[N+](=O)[O-] (stereo not given)	16.5%	-2.1%	3.7%	13.7%	2.6%	-4.5%	6.9%	9.5%	-10.1%
CCOc1ccc(NC(=O)c2ccc(CN3CCc4ccccc4C3)cc2)cc1	u	-4.1%	u	1.2%	u	2.3%	-24.2%	u	-6.8%
COCc1cc(C)nc2sc(C(=O)Nc3ccccc3C)c(N)c12	-14.8%	6.0%	-32.8%	u	-3.7%	18.0%	8.4%	-14.6%	48.8%[activator]
CCOC(=O)CCCCCC(=O)Nc1ccc2c(c1)C(=O)N([C@H](C)CO)C[C@H](C)[C@@H](CN(C)C(=O)Nc1ccc(OC)cc1)O2	11.3%	-1.2%	6.8%	-4.3%	0.0%	-8.6%	15.1%	1.6%	2.5%
COc1ccc(C(=O)Nc2nc(-c3nnn(-c4cc(OC)ccc4OC)c3C)ns2)cc1	x	x	-2.2%	-3.0%	-22.1%	x	u	x	-5.4%
CCOc1ccc(NC(=O)c2oc3ccccc3c2NC(=O)c2cc3ccccc3o2)cc1	x	3.8%	0.0%	-1.3%	-9.8%	x	4.2%	x	-2.4%
CCN1C(C#N)=C(C#N)N=C(C)CC1(C)C	-1.9%	4.6%	21.8%	4.0%	1.4%	7.0%	-6.2%	5.0%	2.7%

Nothing new here: 3 of the compounds above.
SMILES	HT1080 IDH1KD tx	GLP-1R agonist	KB-V1 cytotox	TDP-43 yeast inh	KB-3-1 tox	SW480 rereplic	GLP-1R inv ag	HT1080NT lethal	HEK293 tox
COc1ccc(C(=O)Nc2nc(-c3nnn(-c4cc(OC)ccc4OC)c3C)ns2)cc1	x	x	-2.2%	-3.0%	-22.1%	x	u	x	-5.4%
CCOc1ccc(NC(=O)c2oc3ccccc3c2NC(=O)c2cc3ccccc3o2)cc1	x	3.8%	0.0%	-1.3%	-9.8%	x	4.2%	x	-2.4%
CCN1C(C#N)=C(C#N)N=C(C)CC1(C)C	-1.9%	4.6%	21.8%	4.0%	1.4%	7.0%	-6.2%	5.0%	2.7%

Next section
SMILES	HT1080 IDH1KD tx	GLP-1R agonist	KB-V1 cytotox	TDP-43 yeast inh	KB-3-1 tox	SW480 rereplic	GLP-1R inv ag	HT1080NT lethal	HEK293 tox
C[C@@H]1Cn2cnc(C(=O)N[C@@H](C)C(=O)OC(C)(C)C)c2C(=O)N1	3.0%	-0.6%	23.8%	0.0%	22.3%	x	11.1%	1.1%	-10.4%
OC[C@H]1O[C@@H](c2nc(-c3nc(-c4ccc(F)cc4)no3)cs2)[C@H](O)[C@@H]1O	-10.7%	-1.7%	6.7%	2.1%	-0.1%	x	-21.6%	-11.4%	5.9%
O=C(/C=C/c1ccc(S(=O)(=O)N2CCOCC2)cc1)N1CCN(c2ccccc2)CC1	-3.3%	14.8%	1.0%	-8.8%	u	16.2%	-4.3%	-6.8%	3.6%
Cc1ccc(C(=O)NCC(=O)OCC(=O)NCCNC(=O)COC(=O)CNC(=O)c2ccc(C)cc2)cc1	-0.6%	3.2%	26.8%	16.6%	-2.0%	4.7%	-0.9%	1.1%	-1.2%
Nc1n[nH]c(-c2ccccc2)c1-c1ccccc1	0.6%	17.6%	2.6%	-18.7%	-21.3%	16.5%	2.7%	-4.2%	28.6%
CCOc1ccccc1NC(=O)c1ccc(NC(=O)C2CCCO2)cc1 (stereo not given)	0.5%	9.2%	-30.1%	u	-1.3%	-5.3%	2.9%	11.1%	-3.9%
COCCNc1nnc(Cc2ccc(OC)c(OC)c2)c(=O)[nH]1	10.9%	15.8%	7.8%	-19.6%	-3.2%	24.4%	21.3%	-1.0%	-3.1%
Cc1ccc(Cn2c(C)c3cnn(CC(=O)NCc4ccccn4)c(=O)c3c2C)cc1	0.0%	8.5%	u	-6.5%	-23.7%	3.0%	-17.6%	0.0%	-2.6%
COc1ccc(OCc2cccc(C(=O)N3CCCC3)c2)cc1	5.9%	-6.4%	-7.4%	5.9%	-1.9%	-0.3%	u	0.0%	-6.6%
Cc1c(C(=O)N(Cc2ccc(F)cc2)C2CCS(=O)(=O)C2)oc2ccccc12 (stereo not given)	-1.6%	15.2%	-27.3%	9.8%	-4.8%	-6.6%	u	3.8%	-9.4%
COc1ccc(CCNc2oc(COc3ccc(F)cc3)nc2C#N)cc1	-23.8%	-7.8%	0.0%	6.3%	-5.3%	-0.5%	u	-29.2%	-12.1%
O=C(CCCc1nc2ccccc2s1)NCc1ccccc1	13.1%	-2.0%	23.1µM*	8.3%	7.7%	-5.6%	3.8%	5.4%	13.4%
COc1ccc(OCCCC(=O)N2CCCc3ccccc32)cc1	2.7%	29.8%	-19.2%	u	3.4%	-3.6%	u	5.4%	-7.0%
CCOC(=O)Cc1csc(NC(=O)c2ccc(Cl)s2)n1	-17.0%	-2.7%	-26.5%	u	u	-41.3%[inhibitor]	u	-3.6%	0.1%
CCNC(=O)C1(C)CCCN(Cc2ccc3ccccc3c2Br)C1 (stereo not given)	u	5.4%	-0.9%	14.6%	-0.1%	x	u	u	-2.3%
COc1ccc(C(=O)NCCc2nnc3ccc(SCC(=O)NCc4ccc(F)cc4)nn23)cc1	14.1%	6.3%	14.8%	1.5%	8.6%	0.2%	19.4%	-2.9%	0.9%
Cc1ccc(C)c(N2CCN(CCCNC(=O)Cn3ncc4c([nH]c5ccccc54)c3=O)CC2)c1	x	x	u	18.8%	4.4%	x	15.2%	x	1.8%
COc1ccc(Cl)cc1NC(=O)Cn1c(=O)n(Cc2ccco2)c(=O)c2ccc(C(=O)NC3CCCC3)cc21	x	10.1%	0.0%	11.0%	0.0%	x	1.9%	x	-5.5%
CCN(CC(=O)Nc1ccc(OC)cc1)C(=O)CSCC(=O)Nc1cc(C)on1	-13.3%	-23.1%	-17.8%	-3.3%	5.2%	9.5%	-26.8%	-3.2%	-22.9%
O=[N+]([O-])c1ccccc1-c1nc(-c2ccc(Br)o2)no1	-0.9%	0.9%	u	u	-24.7%	-0.9%	6.8%	-7.7%	0.6%
COc1ccc(NC(=O)/C(N=Nc2cccc(S(=O)(=O)Nc3ccc(SC(F)F)cc3)c2)=C(\C)O)cc1	2.0%	0.1%	0.9%	13.2%	23.8%	-12.2%	u	-3.4%[9.24 µM]	-7.2%
COC(=O)CN1C(C(=O)c2ccccc2)=C(OC(=O)c2ccc(F)cc2)c2ccccc2S1(=O)=O	x	x	-4.6%	12.8%	2.2%	x	u	x	-11.7%
CC1(C)CC(NC(=O)c2cc(Cl)ccc2Cl)CC(C)(C)N1	4.9%	-12.8%	2.6%	1.6%	12.1%	9.2µM*	-6.5%	17.0%	3.5%
COc1ccccc1NS(=O)(=O)c1cccc(C(=O)NCC(c2ccccc2OC)N2CCCC2)c1 (stereo not given)	-6.7%	5.3%	-20.7%	-14.0%	0.0%	1.8%	u	-10.7%	11.2%
COCCNC(=O)COC(=O)/C=C/c1cnc2ccccc2n1	1.2%	-20.2%	-4.4%	-12.9%	1.2%	-10.6%	0.0%	13.7%	2.7%
Cn1c(CO)cnc1SCc1ccc([N+](=O)[O-])cc1	1.0%	4.2%	0.0%	-0.5%	-11.3%	-1.3%	-6.3%	-4.0%	5.6%
CCNc1nc(NCC)n2c(SCC(=O)NCC3CCCCC3)nnc2n1	-4.4%	2.2%	-17.0%	3.1%	-4.6%	0.8%	-9.3%	1.9%	u
CC1CN(C(=O)Nc2ccc(Br)cc2Cl)CC(C)O1 (stereo not given)	27.1%	0.3%	2.6%	8.6%	0.6%	-42.4%[inhibitor]	15.7%	29.3%	13.1%
O=C(c1sc2ccccc2c1Cl)N1CCN(c2ccccn2)CC1	23.0%	15.8%	-2.0%	0.0%	14.5%	-19.3%	u	10.7%	1.3%
Cc1cccc(-c2nnc(SCC(=O)O)n2Cc2ccccc2)c1	-5.3%	4.9%	-23.4%	x	2.0%	u	-18.7%	-9.4%	0.3%
COc1ccc(Br)cc1C=NNS(=O)(=O)c1ccc(C)cc1	u	-4.8%	u	-10.3%	u	x	u	u	-25.3%
Cc1ccc(C)c(OCCN2C(=O)NC3(CCc4ccccc4C3)C2=O)c1 (stereo not given)	-22.4%	5.5%	-7.5%	-6.7%	-2.8%	-3.7%	u	-20.9%	-9.3%
O=C1c2cccnc2C(=O)N1Cc1ccc(S(=O)(=O)N2CCN(c3ccc(Cl)cc3)CC2)cc1	17.3%	-5.1%	8.1%	19.2%	-2.9%	-3.8%	11.6%	4.3%	0.0%
